High-throughput results (PubChem BioAssay)
Kir21 block – Kir2.1 (mouse) channel inhibition | HEK293-Kir2.1, FluxOR thallium flux fluorescence; active compounds read low | P35561 | B-score at 10 µM | AID 1672 | 0.85% of 310,000 active;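 active = fluorescence ratio B-score at or below minus 3 SD of library scores, with starting-brightness B-score within 2 SD, cut at about -4.2 in these data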;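 also: channel flux triggered by added potassium and thallium sulfate stimulus; B-score of peak minus minimum fluorescence over baseline after thallium stimulus; more negative B-score means stronger Kir2.1 block with less thallium influx; some compounds called inactive have numbers as strong as hits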
Target sequence (P35561 whole entry, looked up): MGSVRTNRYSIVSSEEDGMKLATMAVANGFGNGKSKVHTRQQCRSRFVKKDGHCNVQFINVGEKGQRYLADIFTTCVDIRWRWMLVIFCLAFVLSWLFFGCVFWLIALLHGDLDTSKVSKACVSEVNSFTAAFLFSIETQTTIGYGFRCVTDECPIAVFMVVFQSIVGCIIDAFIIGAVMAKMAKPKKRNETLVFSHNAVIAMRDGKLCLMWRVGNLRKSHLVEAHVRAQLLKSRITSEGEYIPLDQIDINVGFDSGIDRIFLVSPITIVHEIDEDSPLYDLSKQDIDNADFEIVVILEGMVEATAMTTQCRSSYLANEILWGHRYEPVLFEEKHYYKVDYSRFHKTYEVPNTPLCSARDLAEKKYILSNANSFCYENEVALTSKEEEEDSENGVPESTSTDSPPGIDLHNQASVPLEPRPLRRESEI
STK33 kinase inh – human STK33 kinase inhibition | purified STK33, MBP phosphorylation, ADP-Glo luminescence | inhibition, % at 10 µM | 0.073% of 320,000 active | AID 2661;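 active = inhibition at or above 25%, using the most active replicate where run in duplicate; inactive = inhibition below 25%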
Target sequence (Q9BYT3 whole entry, looked up): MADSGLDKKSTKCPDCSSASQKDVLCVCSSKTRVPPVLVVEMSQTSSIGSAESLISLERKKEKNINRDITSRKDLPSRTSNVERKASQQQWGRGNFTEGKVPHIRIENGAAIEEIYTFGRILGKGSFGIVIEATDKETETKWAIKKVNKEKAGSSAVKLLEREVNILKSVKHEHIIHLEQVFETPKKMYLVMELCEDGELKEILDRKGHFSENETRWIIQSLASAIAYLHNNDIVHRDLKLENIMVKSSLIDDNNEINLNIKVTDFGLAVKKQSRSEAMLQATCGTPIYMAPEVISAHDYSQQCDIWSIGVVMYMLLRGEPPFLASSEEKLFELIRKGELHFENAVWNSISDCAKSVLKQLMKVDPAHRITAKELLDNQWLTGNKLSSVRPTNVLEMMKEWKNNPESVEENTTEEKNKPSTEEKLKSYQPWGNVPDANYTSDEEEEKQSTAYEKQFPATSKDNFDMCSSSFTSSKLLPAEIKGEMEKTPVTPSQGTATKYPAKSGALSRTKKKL
KCNQ2 block – KCNQ2 channel blockers in CHO-K1 cells – cell-based, FluxOR thallium flux, B-score, primary screen (AID 2156); O88943; 20 min; active compounds read low; B-score at 10 µM; 1.1% of 310,000 active;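 active = fluorescence ratio B-score at most minus 3 library SDs, with starting brightness B-score within 2 library SDs, cut at about -5.5 in these data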
The depositor's hits bear a star; i = inactive; . = not tested or not shown.

# | compound | Kir21 block | KCNQ2 block | STK33 kinase inh
1 | O=C(CCNC(=O)c1ccco1)Nc1ccc(C(F)(F)F)cc1 | -0.1 | i | -2.2
2 | CCCCCCC(=O)N1C/C=C\C(c2ccc(OC)cc2)N(Cc2ccc(F)cc2)C(=O)[C@H]1Cc1ccccc1 (stereo not given in full) | -0.18 | i | -0.8
3 | CC(C)C(=O)N1CC(=O)Nc2ccc(F)cc2C1c1ccc(F)cc1 (stereo not given) | 0.05 | i | -1.5
4 | O=[N+]([O-])c1ccc(Nc2nc(NCCO)nc(N3CCCC3)n2)cc1 | 0.01 | i | 0.6
5 | Cc1c(NC(=O)NCCN2C(=O)C3C4C=CC(C4)C3C2=O)c(=O)n(-c2ccccc2)n1C (stereo not given) | -0.72 | i | -0.9
6 | O=C(OCN1C(=O)c2ccccc2C1=O)c1ccco1 | 1.48 | i | -0.8
7 | COC(=O)CC1SC(=O)NC1=Nc1ccccc1 (stereo not given) | 0.63 | i | -0.4
8 | CN(C)CCN(C(=O)c1ccc(N2C(=O)CCC2=O)cc1)c1nc2cc3c(cc2s1)OCCO3 | -1.8 | i | -0.9
9 | CCOc1ccc(C2c3cc(OC)c(OC)cc3CC(=O)N2c2ccccc2)cc1 (stereo not given) | -1.34 | i | -1.1
10 | Nc1nc2ccc(O)cc2s1 | 1.23 | i | 1.0
11 | Cc1cc(C)nc(SCC(=O)c2c(N)n(C)c(=O)n(C)c2=O)n1 | -1.45 | i | 0.3
12 | COc1ccc(/C(O)=C/C(=O)C(=O)Nc2c(C)n(C)n(-c3ccccc3)c2=O)cc1 | 1.06 | i | 11.8
13 | CC12CCC(C(=O)N3CCOCC3)([C@H](Br)C1=O)C2(C)C (stereo not given in full) | -0.08 | i | -2.7
14 | O=C(c1cc(Br)ccc1Cl)N1CCN(c2ccc(N3CCOCC3)nn2)CC1 | -0.02 | i | -0.5
15 | O=C(NCCc1ccc(F)cc1)c1ccc(NS(=O)(=O)c2ccc3[nH]c(=O)[nH]c3c2)cc1 | -1.59 | i | -0.3
16 | Cc1ccc(NC(=S)NNC(=O)c2ccc(N3CCOCC3)c([N+](=O)[O-])c2)cc1C | -1.18 | i | -1.5
17 | COC(=O)c1ccc(-c2ccc(/C=N/NC(=O)Cc3nnc(N)s3)o2)cc1 | 1.09 | i | -1.7
18 | c1ccc(CNc2ncnc3c2cnn3Cc2ccccc2)cc1 | 1.65 | i | -0.9
19 | CC(C)CN(C(=O)COC(=O)/C=C/c1cccs1)c1c(N)n(Cc2ccccc2)c(=O)[nH]c1=O | 2.19 | i | 0.2
20 | CC1=Nc2ccccc2/C1=C\c1nc(-c2ccc(C(F)(F)F)cc2)oc1O | 0.02 | i | -0.1
21 | Fc1ccc(CNc2ncccn2)cc1 | -0.94 | i | -1.1
22 | CN1CCSc2ccc(C(=O)Nc3cc(F)ccc3F)cc21 | 0.41 | i | 0.1
23 | Oc1ccc(/C=N/N2CCN(C3c4ccccc4-c4ccccc43)CC2)c(O)c1 | 0.86 | i | 0.1
24 | COc1cccc(CNC(=O)CCC2CCCN(C(=O)c3cccc4c(C)c(C)[nH]c34)C2)c1 (stereo not given) | 0.04 | i | 0.6
25 | CCCCCCCNC(=O)C1(CC2CC(c3cccc(Br)c3)=NO2)CCN(C(=O)C2CCCC2)CC1 (stereo not given) | 0.01 | i | -2.2
26 | O=C(CSc1cccc[n+]1[O-])Nc1ccc(C(F)(F)F)cc1[N+](=O)[O-] | -0.26 | i | -1.0
27 | CCCCS(=O)(=O)Nc1ccc2cn[nH]c2c1 | 1.43 | i | 2.6
28 | O=C(O)C1C2C=CC(C2)C1C(=O)Nc1cccc(C(=O)N2CCCCC2)c1 (stereo not given) | -1.04 | i | -1.2
29 | COc1ccccc1CNCc1ccc(OC)c(OC)c1OC | -2.44 | i | -1.6
30 | Cc1ccc(C)c2nc3sc(C(=O)O)cc3cc12 | 1.08 | i | 1.3
31 | O=CN1CCN(C(=O)c2ccc([N+](=O)[O-])cc2)CC1 | -0.59 | i | 0.0
32 | CCOc1cc(S(=O)(=O)NCCCn2ccnc2)ccc1Cl | -0.28 | i | 0.7
33 | O=C(NNC(=O)c1cccs1)c1ccc(Cl)c([N+](=O)[O-])c1 | 0.13 | i | 0.3
34 | CCSc1nc2c(c(=O)[nH]1)C(c1ccc(C)cc1)C1=C(CCCC1=O)N2 (stereo not given) | 0.6 | i | -1.0
35 | COC(=O)c1ccccc1NC(=O)CCNC(=O)Cn1cnc2ccccc2c1=O | -0.81 | i | -0.3
36 | CC(=O)N1c2ccc(S(=O)(=O)NCCC(=O)Nc3ccc(OC(F)(F)F)cc3)cc2CC1C (stereo not given) | 0.79 | i | -0.9
37 | COc1cc(/C=C(\C#N)c2nc3ccccc3[nH]2)cc(OC)c1O | -6.99 | i | 8.5
38 | CC(=O)c1sc2nsc(SCCN3CCCCC3)c2c1N | -1.03 | i | 1.1
39 | CC(NC(=O)c1cn(C(C)c2ccccc2F)nn1)c1ccncc1 (stereo not given) | -0.56 | i | -0.2
40 | COc1ccc2cc(C#N)c(Cl)nc2c1 | -1.17 | i | -1.8
41 | CCc1ccc(CN/C=C/C(=O)c2ccc(Br)cc2)cc1 | -0.31 | i | -1.0
42 | COC(=O)c1cc2c(C)nn(-c3ccccc3)c2s1 | 0.25 | i | -0.2
43 | Cc1ccccc1N1CCN(CC(=O)NCc2ccc(Cl)cc2)CC1 | -2.08 | -8.15* | -0.3
44 | CCOC(=O)COc1ccc2nsnc2c1Cl | 0.66 | i | 1.4
45 | Cc1ccc(-n2nc3c(N4CCC(C(=O)N5CCC(C(N)=O)CC5)CC4)nnc(C)c3c2C)cc1 | 0.02 | i | -0.3
46 | COc1ccc(S(=O)(=O)Nc2ccc(O)c(Sc3ncn[nH]3)c2)cc1 | -1.15 | i | 0.6
47 | NNC(=O)c1ccc(COc2cccc3cccnc23)cc1 | -0.07 | i | -0.7
48 | Cc1ccc2nc(SCC(=O)Nc3ccc(F)c([N+](=O)[O-])c3)[nH]c2c1 | -0.4 | i | -1.2
49 | Cc1ccc(CN(c2ccc(C(=O)Nc3cccnc3)cc2)S(C)(=O)=O)cc1 | -0.44 | i | -1.4
50 | Cc1ccc(CSCCNC(=O)c2ccc(N(C)S(=O)(=O)c3ccccc3)cc2)cc1 | -1.92 | i | -0.2
51 | O=C(O)c1cccc(Cn2cccn2)c1 | 0.29 | i | -0.7
52 | CCN1CCn2c3c(c4cc(Cl)ccc42)CCCC31 (stereo not given) | 0.11 | i | -0.7
53 | COc1ccc(CNC(=O)C2=CC(c3ccc(OC)c(OC)c3)=NS(=O)(=O)N2C)cc1 | 0.05 | i | 0.8
54 | C/C(=N\Nc1nc(C)cc(C)n1)c1ccc(C)o1 | 0.75 | i | -1.1
55 | CC1(C)CC(=O)C(N=Nc2ccc(-c3ccccc3)cc2)=C(O)C1 | 0.88 | i | -1.8
56 | C1CN(c2nc3nonc3nc2N2C[C@H]3CC[C@H]2C3)CCS1 | -1.48 | i | 0.4
57 | COc1ccc(CN2CCN(c3nc4ccccc4s3)CC2)cc1 | 1.12 | i | .
58 | CSc1nnc(SCC(=O)N(C)c2c(N)n(Cc3ccccc3)c(=O)[nH]c2=O)s1 | -0.24 | i | -0.1
59 | Cc1ccc(-n2ncc3c2CC(C)(C)CC3NC(=O)CN2CCCC2=O)cc1 (stereo not given) | 0.06 | i | -0.6
60 | CCOC(=O)N1CCN(c2nc(-c3ccc(Cl)cc3)cs2)CC1 | -1.84 | i | 5.5

Next section:
# | compound | Kir21 block | KCNQ2 block | STK33 kinase inh
61 | Cc1nc2ccc(NC(=O)c3cccs3)cc2s1 | -0.1 | i | 1.1
62 | COc1cccc(C(C)NC(=S)NCc2ccc(Cl)cc2)c1 (stereo not given) | -7.85* | i | -0.6
63 | CCOc1ccc(NCC2CCOC(C)(C)C2)cc1 (stereo not given) | 1.27 | i | -0.5
64 | Cc1ccccc1NC(=O)Cn1nc(-c2ccc(Cl)s2)ccc1=O | 0.68 | i | 0.2
65 | O=C(CN1C(=O)c2ccccc2C1=O)NCC1CCCO1 (stereo not given) | 0.42 | i | -0.4
66 | O=C(Nc1cc(=O)[nH]c2nc(-c3ccc(Cl)cc3)nn12)c1ccccc1 | -3.24 | i | -0.3
67 | CCOC(=O)c1ccc[n+](CC(=O)Nc2ccccc2OC(F)F)c1 | 0.63 | i | -1.4
68 | CCC(C)CCCCNC1=NCCS1 (stereo not given) | -0.52 | i | .
69 | Cc1cc(=O)[nH]c2c3ccccc3nn12 | -1.23 | i | 4.9
70 | COCCNC(=O)/C(C#N)=C/C=C/c1ccccc1[N+](=O)[O-] | -0.14 | i | -1.2
71 | CCOC(=O)c1cccnc1SCC(=O)N(CC)c1cccc(C)c1 | -1.22 | i | -0.8
72 | O=C(NC1CCCCCC1)C(=O)NC1CC1 | -0.52 | i | -1.6
73 | COc1cc(CCCN2C(=S)NC[C@@H]2CCCCN)cc(OC)c1OC | -0.25 | i | -1.2
74 | CCNC(=S)NNC(=O)CC(C)C | -0.17 | i | -1.6
75 | CCOC(=O)c1ccc(N/C=C/C(=O)C(C)(C)C)cc1 | -0.01 | i | -0.7
76 | CC(C)(C)NC(=O)CSc1nncn1NCc1ccccc1 | -0.94 | i | 0.5
77 | COc1ccc2nc(NC(=O)C34CC5CC(CC(NC(C)=O)(C5)C3)C4)sc2c1 | 0.13 | i | 1.6
78 | CC(C)NC(=O)C1CCN(C2CCN(C(=O)Cc3ccc4c(c3)OCO4)CC2)CC1 | 0.6 | i | -1.7
79 | CN(C(=O)COC(=O)c1ccc(Cl)cc1N)C1CCCCC1 | -0.28 | i | -1.3
80 | Nc1cc(Cl)ccc1C(=O)OCC(=O)NC1CCS(=O)(=O)C1 (stereo not given) | 1.77 | i | 0.1
81 | Cc1ccc(SCc2c(C(=O)N/N=C/c3cccnc3)nnn2-c2nonc2N)cc1 | 0.08 | i | 0.3
82 | CN(C)c1ccnc(Oc2ccc(C(C)(C)C)cc2)c1C#N | 0.08 | i | -0.2
83 | CC(C)CC1NC(=O)N(Cc2cc(=O)n3ccsc3n2)C1=O (stereo not given) | -1.73 | i | -1.5
84 | O=C(CCc1c[nH]c2ccccc12)NC(Cc1c[nH]c2ccccc12)C(=O)O (stereo not given) | 1.37 | i | -1.7

Part of the list above in order of number of heavy atoms, largest number first:
# | compound | Kir21 block | KCNQ2 block | STK33 kinase inh
84 | O=C(CCc1c[nH]c2ccccc12)NC(Cc1c[nH]c2ccccc12)C(=O)O (stereo not given) | 1.37 | i | -1.7
73 | COc1cc(CCCN2C(=S)NC[C@@H]2CCCCN)cc(OC)c1OC | -0.25 | i | -1.2
82 | CN(C)c1ccnc(Oc2ccc(C(C)(C)C)cc2)c1C#N | 0.08 | i | -0.2

Following part:
# | compound | Kir21 block | KCNQ2 block | STK33 kinase inh
85 | O=C(O)CCCCn1c(SCc2cc(=O)n3cc(Cl)ccc3n2)nc2ccsc2c1=O | -0.7 | i | -1.1
86 | CN(CC(=O)Nc1ccccc1Br)C(=O)c1cc([N+](=O)[O-])ccc1N1CCOCC1 | -0.98 | i | -1.1
87 | O=C(CN(C1CCCCC1)S(=O)(=O)c1ccc(Br)cc1)NCc1cccnc1 | -0.61 | i | -1.9
88 | O=C(NNC(=S)Nc1ccc(Cl)cc1Cl)c1ccc(N2CCOCC2)c([N+](=O)[O-])c1 | 0 | i | -0.1
89 | COc1ccc(CC(=O)Nc2cc(NC(=O)Cc3ccc(OC)c(OC)c3)cc(C(=O)O)c2)cc1OC | 1.78 | i | .
90 | N#CCSc1nnc(-c2ccccc2O)n1Cc1ccccc1 | -0.06 | i | -3.1
91 | CCC(C)(C)NC(=O)C(c1ccc(F)cc1)N(Cc1ccccc1)C(=O)c1cnccn1 (stereo not given) | 1.36 | i | -1.8
92 | CCCN1CNc2c(c(=O)[nH]c(=S)n2-c2ccccc2Cl)C1 | 2.42 | i | -0.2
93 | Cc1ccc(NC(=O)COC(=O)CCNS(=O)(=O)c2ccc(C)c(C)c2)cc1 | -0.48 | i | 0.0
94 | CCC(=O)N(CC(=O)Nc1sc(C)c(C)c1C(N)=O)C1CCCC1 | 0.66 | i | -6.8
95 | CCOc1ccc(S(=O)(=O)NCCC(=O)NCC(c2ccccc2OC)N2CCCC2)cc1 (stereo not given) | 0.82 | i | -1.8
96 | Cc1cccn2cc(-c3cccc(NC(=O)c4cccs4)c3)nc12 | 0.72 | i | -0.8
97 | CS(=O)(=O)N1CCN(C(=S)NCc2ccc(Cl)cc2)CC1 | 0.95 | i | -1.0
98 | N#Cc1c(NC(=O)c2cc(-n3cnnc3)ccc2Cl)sc2c1CCCC2 | 1.33 | i | 1.2
99 | Cn1c(SCc2ccc(Br)cc2)nnc1-c1cccs1 | 0.2 | i | -0.1
100 | N/C(=N\OC(=O)Cc1ccccc1)c1cccnc1 | 0.02 | i | 0.4
101 | Cc1cccc(/C(N)=N/OC(=O)CCc2ccccc2)c1 | 1.97 | i | -0.3
102 | Cc1ccc(C(CC(=O)N2CCCC2)c2ccccc2)c(O)c1 (stereo not given) | -0.31 | i | 0.8
103 | CCCC[C@@H]1CNC(=S)N1CCc1cccc(F)c1 | 0.01 | i | 1.2
104 | Cc1ccc(Cl)cc1N1CCN(C(=O)Cn2ncn3cccc3c2=O)CC1 | -0.42 | i | -0.8
105 | O=C(CSc1ccccn1)N/N=C/c1c[nH]c2ccccc12 | -0.69 | i | 0.3
106 | CCOc1ccc(C(=O)NCC(=O)N2CCc3ccccc3C2)cc1OCC | -0.47 | i | -0.6
107 | COc1ccc(C(=O)Nn2cc3c(c2-c2ccccc2)c(=O)n(C)c(=O)n3C)cc1 | 0 | i | -1.1
108 | COc1ccc(/C=C(\NC(=O)c2ccc(C)cc2)C(=O)Nc2c(C)n(C)n(-c3ccccc3)c2=O)cc1 | 0.77 | i | -0.2
109 | CC(=O)N1CCN(S(=O)(=O)c2cccc(C(=O)Nc3ccc4c(c3)CCC4)c2)CC1 | -0.14 | i | 0.3
